TSG101-PTAP inh: blocks PTAP/TSG101 interaction to inhibit HIV-1 budding; Q99816; Fluorescence polarization, FITC-PTAP peptide / Tsg101 binding; Potency, µM (doses to about 115 µM), without a hit: at the highest dose activity change, negative = inhibition, hits mostly inhibitors; 340,000 tested, under 10 active; active = well fitted inhibition curve with a large enough effect in the main read-out, with a control signal flat, not every such curve was filed as active; inconclusive = small, poorly fitted or top-dose-only effect, or effect the other way, or a change in a side signal; inactive = no such curve, though single readings can be large or run the other way; note: potency is the fitted concentration of half-maximal effect; % of control where 0% means no effect
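Fluorescence polarization binding of Tsg101 binding domain (10 uM final) to FITC-labeled PTAP peptide (50 nM final) in HEPES pH 7.5 buffer with NaCl, Tween 20, EDTA, TCEP. Compounds added before peptide; binding 20 min at RT.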
MLL CXXC-DNA inh: blocks binding of human MLL CXXC domain to DNA; Potency, µM (series often up to 115 µM), without a hit: at the top dose activity change, negative = inhibition, hits mostly inhibitors; AID 2662; 290,000 tested, 0.037% active; MLL-CXXC / FITC-HOXA9 DNA fluorescence polarization; active = well fitted inhibition curve with a large enough effect in the polarisation, with a control signal flat, not every such curve was filed as active; inconclusive = small, poorly fitted or top-dose-only effect, or effect the other way, or a change in a side signal; inactive = no such curve, though single readings can be large or run the other way; the % refers to the polarisation; note: potency is the fitted concentration of half-maximal effect
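Fluorescence polarization: 7 uM MLL-CXXC (stock) preincubated 5 min with compounds, then 50 nM fluorescein-HOX-A9 DNA (stock) added; 30 min ambient. Buffer 50 mM Tris-HCl pH 7.5, 50 mM NaCl, 1 mM DTT, 0.05% BSA.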
B2AR arrestin: recruits beta-arrestin to the human beta2-adrenergic receptor | Potency, µM (titrated, usually from 46.1 µM), for the others: at the highest dose activation, usual class: activators | 330,000 tested, 0.02% active | beta-arrestin recruitment to beta2AR, cell-based reporter | AID 492947 | P07550;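 note: potency is the fitted concentration of half-maximal effect; 0% = DMSO controls and full agonism = EC100 isoproterenol or metaproterenol; nearly all actives have a fitted effect of over 65% in size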
TCR act: activates T cell receptor signaling | 330,000 tested, under 10 active | Potency, µM (highest dose often 9.22 µM), for the others: at the top dose activation of IL-2 secretion, hits mostly activators | primary human leukocytes, anti-CD3, IL-2 HTRF, 48 h; note: % of control where 0% means no effect
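48 hr co-incubation of compounds, a-CD3 beads and primary human leukocytes; IL-2 quantified homogeneously by HTRF with anti-IL-2 K and d2 conjugates.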
TRPV1 agonist: activates the human vanilloid receptor TRPV1; Q8NER1; TRPV1-expressing cells, Fluo-8 calcium influx, agonist mode; 320,000 tested, 0.19% active; activation, % at 8.33 µM; in the data active = activation above about 80%; inconclusive = between about 30% and that limit; note: 0% is about no effect
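Fluo-8 calcium influx in TRPV1-expressing cells, kinetic read (ex 480/em 520 nm). Compound added and read 3 min for agonist activity, followed by capsaicin at EC20 final and 2 min further read for enhancement.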
a7 integrin act: activates integrin-mediated alleviation for muscular dystrophy; 350,000 tested, 0.064% active; alpha7betagal myoblasts, beta-gal FDG fluorescence, 48 h; Potency, µM (series often up to 38.3 µM), for inactives: at the highest dose activation, most hits filed as activators;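 note: potency is the fitted concentration of half-maximal effect; 100% = response of the positive control SU9516; nearly all actives have a fitted effect of over 60% in size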
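alpha7betagal+/- myoblasts (passage 13, 250/well) treated 48 h at 37C with compounds at 1:260 dilution of DMSO stock. Lysed, then beta-galactosidase activity read as FDG fluorescence (ex 480/em 540) after 30 min, with pre-read for autofluorescence.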
p53 reactivation: re-activators of mutant p53; H1299 p53-A138V BP100-luciferase reporter, luminescence, 24 h; Potency, µM (highest dose often 92.2 µM), for inactives: at the top dose activity change, positive = activation, hits mostly activators; 320,000 tested, 0.063% active; note: potency is the fitted concentration of half-maximal effect; % of control where 0% means no effect; nearly all actives have a fitted effect of over 45% in size
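H1299 (p53-null), stable ts p53-A138V + BP100-Luc; 1000 cells/well, Opti-MEM/10% FBS; cpd 4 pt, 1:5; 24 h, 37 deg C, 5% CO2; detection reagent 10 min RT; luminescence.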
ELG1 DNA repair: ELG1-dependent DNA repair inhibition | HEK293T ELG1-luciferase reporter, luminescence, 16 h; DNA damage induced by 5-fluorouridine | Potency, µM (series often up to 46.1 µM), for inactives: top-dose activity change, negative = inhibition, most hits filed as inhibitors | 330,000 tested, 2.3% active | AID 504467; note: potency is the fitted concentration of half-maximal effect; % is set by controls: 0 for no effect and ±100 for the full control effect; nearly all actives have a fitted effect of over 55% in size
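5-Fluorouridine DNA damage + compound/DMSO, 2,000 cells/well, 16 h, 37 °C/5% CO2. ONE-Glo, 30 min RT, luminescence. Readout = decrease in reporter signal.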
AT treatment: potential ataxia-telangiectasia treatments restoring KAP-1 phosphorylation; Potency, µM (titrated, usually from 57.5 µM), without a hit: top-dose activation, actives largely listed as activators; 320,000 tested, 0.19% active; […] A-T fibroblasts, KAP-1 phosphorylation AlphaLISA; neocarzinostatin DNA damage 30 min before lysis; AID 485349; note: potency is the fitted concentration of half-maximal effect; % of control where 0% means no effect; nearly all actives have a fitted effect of over 45% in size
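ATM-like activity read as KAP-1 phosphorylation via AlphaLISA donor/acceptor antibody pairs after lysis and 6 hr at 25C. Cells were ATM-null patient fibroblasts ([…], hTERT), dosed 60 min, then exposed to the DSB inducer NCS for 30 min.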
BRCA1 expr act: activators of BRCA1 expression; MCF7-BRCA1-FFLuc reporter, luminescence, 48 h; response scale: scaled: vehicle 0%, 10 µM genistein 100%; Potency, µM (top dose mostly 46.1 µM), without a hit: at the top dose activation, actives largely listed as activators; 380,000 tested, 1.1% active; note: potency is the fitted concentration of half-maximal effect; nearly all actives have a fitted effect of over 80% in size; some results filed as inactive show a strong effect at the top dose
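MCF7-BRCA1-FFLuc cells, 2000/well in phenol-red-free MEM, attached 2 h then treated 48 h at 37 C. Luciferase luminescence read 15 min after reagent; normalized to genistein maximum activation (10microM) and DMSO, concentration-response fitted.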
* hit, by the source's call; ? = inconclusive; . = no result given; [ ] = another dose, or the depositor's remark. Unless noted, calls come from the whole dose curve; as a rule, active = well fitted curve in the direction sought with a large enough effect; inconclusive = small, poorly fitted or top-dose-only effect, or another doubt; inactive = no such curve, though single readings can be large; an effect the other way counts as inactive or inconclusive.

SMILES	TSG101-PTAP inh	MLL CXXC-DNA inh	B2AR arrestin	TCR act	TRPV1 agonist	a7 integrin act	p53 reactivation	ELG1 DNA repair	AT treatment	BRCA1 expr act
Cc1cccc(C)c1NC(=O)CNC(=O)C(C)N(C)CC(=O)Nc1ccc(F)cc1 (stereo not given)	-4%	.	-4.0%	-4%	-3	16%	-12%	-8%	-2%	-17%
COc1ccc(NC(=O)CCS(=O)(=O)c2ccc(Cl)cc2)cc1	-2%	12%	-0.2%	2%	11	11%	.	7%	.	3%
C#CCOCCOCCOCCNc1nc(N2CCN(C(=O)[C@H](CCCCN)n3cc([C@@H](N)[C@H](C)CC)nn3)CC2)nc(N2CCN(C(=O)[C@H](CCCCN)n3cc([C@@H](N)CC(N)=O)nn3)CC2)n1	-1%	.	-3.8%	-4%	.	17%	-1%	7%	2%	-10%
O=C(CCc1nc2ccccc2[nH]1)Nc1ccccc1F	-1%	-5%	-0.6%	-2%	15	19%	1%	3%	0%	7%
Fc1cccc(C2CC(c3cccc(Br)c3)Nc3nnnn32)c1 (stereo not given)	-5%	7%	-0.6%	-3%	7	8%	-11%	-3%	-4%	-33%
CC(=O)Nc1ccc(C(=O)CN2C(=O)NC3(CCCCCC3)C2=O)c(F)c1	0%	.	3.2%	1%[46.1 µM]	.	30%	-10%	0%	3%	1%
O=C1CN(S(=O)(=O)c2ccccc2)CC(=O)N1CCc1ccccc1	-4%	9%	-0.1%	6%	6	-1%	-7%	1%	-1%	2%
CC(C)OC(=O)c1c(NC(=O)Cn2cnc([N+](=O)[O-])n2)sc2c1CCCC2	21%	-4%	-0.3%	2%	13	-20%	16%	-22%	2%	-40%
Cc1ccc(-n2nc(C(=O)c3ccccc3)n3c(=O)c(Cc4ccccc4)nnc23)cc1	-4%	.	.	-21%	.	1%	.	.	.	-63%
CCOc1ccc(OCC(=O)Nc2ccccc2N2CCCC2)cc1	1%	.	0.2%	0%	18	0%	-5%	-16%	9%	-81%[inhibitor]
O=C(CCN1CCOCC1)NNC(=O)c1ccc(Cl)c([N+](=O)[O-])c1	-1%	.	-0.7%	1%	.	-33%	9%	9%	1%	-12%
CC1(NC(=O)Nc2cccc(Br)c2)CCS(=O)(=O)C1 (stereo not given)	-1%	.	-0.2%	1%	.	-2%	-3%	-10%	-5%	10%
N#Cc1ccc(N2CCN(C(=O)c3cccs3)CC2)c(F)c1	-6%	1%	0.0%	.	3	15%	-22%	-1%	16%	10%
Cc1cccc(NC(=O)CNC(=O)COc2ccc(C(=O)c3ccc(F)cc3)cc2)c1C	-2%	2%	0.2%	-2%[46.1 µM]	1	-41%	-1%	?	-4%	-65%
CCOc1ccc2nc3c(cc2c1)CN(CCOC)C(=NCCOC)S3	-7%	5%	0.0%	-8%	0	-3%	-2%	?	5%	8%
CSc1ccc(/C=C(\NC(=O)c2ccc(C)cc2)C(=O)Nc2cccc(C)c2)cc1	0%	8%	0.0%	0%[46.1 µM]	4	-5%	20%	?	1%	-9%
COc1ccc(N2CCN(C(=O)COC(=O)CCOc3ccccc3C)CC2)cc1	-6%	.	-1.4%	7%	20	-7%	6%	5%	-18%	0%
O=c1c2ccccc2c2c(O)nc(-c3ccccc3)n2n1Cc1ccccc1	4%	23%	0.0%	-4%	3	10%	-8%	8%	-3%	-2%
COC(=O)c1sccc1NC(=S)N1CCC(C(N)=O)CC1	-6%	0%	0.0%	-7%	1	-17%	0%	?	3%	20%
CCN(c1ccccc1)S(=O)(=O)c1ccc(C(=O)N(CCCN(C)C)c2nc3c(C)cccc3s2)cc1	-1%	-8%	-1.2%	-6%	26	-60%[inhibitor]	?	14%	7%	-22%
COc1ccccc1C(=O)N1CC(=O)Nc2ccc(F)cc2C1c1ccccc1 (stereo not given)	-1%	19%	-0.6%	-15%	17	9%	-1%	-2%	23%	4%
COc1ccc(C2CC(c3cccc(Cl)c3)n3nc(N)nc3N2)cc1 (stereo not given)	-1%	2%	-0.1%	-2%	-1	3%	-5%	14%	-1%	-8%
O=C(COC(=O)c1ccc(S(=O)(=O)N2CCOCC2)cc1)NC1CCCCCCC1	-7%	3%	0.4%	1%	1	-20%	1%	5%	-6%	-5%
CCCc1noc2c1/C(=N\O)CC(c1ccccc1)C2 (stereo not given)	-3%	1%	-0.8%	1%[46.1 µM]	21	12%	8%	?	.	45%
O=C(NC1CCCCC1)C1CC(O)CN1C(=O)OCc1ccccc1 (stereo not given)	-5%	4%	0.0%	2%	2	-14%	1%	25%	-10%	1%
O=C(O)CNC(=S)N(Cc1ccccc1Cl)C1CCCC1	-1%	3%	-0.2%	-6%	-1	-9%	0%	15%	3%	0%
CC1=C(C(=O)OCc2ccccc2)C(c2cccc(Cl)c2Cl)NC(=O)N1CCCCCC(=O)O (stereo not given)	-6%	-5%	-0.4%	1%	2	-9%	.	?	1%	3%
Cc1[nH]c(=O)[nH]c(=O)c1S(=O)(=O)Nc1ccc(Oc2ccccc2)cc1	-2%	-5%	-0.3%	6%	-5	2%	-2%	0%	8%	3%
Cc1ccc(-c2cnc(N)n2C)cc1C	-3%	6%	-1.2%	3%	2	-9%	10%	?	1%	22%
O=C(CSc1ccccc1)N1CCCC(N2CCN(c3ccc(F)cc3)CC2)C1 (stereo not given)	-5%	17%	-0.2%	-3%	15	24%	-8%	?	-6%	-4%

Arranged by SMILES length (smallest number first): part of the list above.
SMILES	TSG101-PTAP inh	MLL CXXC-DNA inh	B2AR arrestin	TCR act	TRPV1 agonist	a7 integrin act	p53 reactivation	ELG1 DNA repair	AT treatment	BRCA1 expr act
Cc1ccc(-c2cnc(N)n2C)cc1C	-3%	6%	-1.2%	3%	2	-9%	10%	?	1%	22%
COc1ccccc1C(=O)N1CC(=O)Nc2ccc(F)cc2C1c1ccccc1 (stereo not given)	-1%	19%	-0.6%	-15%	17	9%	-1%	-2%	23%	4%
COc1ccc(N2CCN(C(=O)COC(=O)CCOc3ccccc3C)CC2)cc1	-6%	.	-1.4%	7%	20	-7%	6%	5%	-18%	0%

(further entries)
SMILES	TSG101-PTAP inh	MLL CXXC-DNA inh	B2AR arrestin	TCR act	TRPV1 agonist	a7 integrin act	p53 reactivation	ELG1 DNA repair	AT treatment	BRCA1 expr act
O=C(Cc1cccs1)N(c1ccc(Cl)cc1)C1C=CS(=O)(=O)C1 (stereo not given)	-9%	-14%	-0.1%	-2%	0	1%	2%	15%	-8%	5%
O=C(Cc1ccc(S(=O)(=O)N2CCCC2)s1)Nc1nc2c(s1)CCCC2	-3%	11%	0.0%	.	3	-31%	0%	8%	-2%	-4%
CN(CCOc1ccc(Br)cc1)CC(O)COc1ccc(C#N)cc1 (stereo not given)	-1%	-9%	0.0%	5%	12	-38%	-2%	?	3%	2%
CCOc1ccc(CC(=O)NCCS(=O)(=O)N2CCN(c3ccccc3)CC2)cc1	-2%	.	0.1%	4%	-4	17%	1%	-28%	5%	-41%
CCOC(=O)c1csc(NC(=O)c2ccc(N3C(=O)CCC3=O)cc2)n1	-3%	-5%	0.1%	2%	-2	3%	0%	9%	-1%	18%
COc1ccc(OC)c(NC(=O)CSc2nc3n[nH]c(C)c3c(=N)n2-c2cccc(Cl)c2C)c1	-3%	1%	0.5%	-1%	-4	-30%	-11%	?	0%	-50%
CC(C)CC(C(=O)NC(C)(C)C)N(CC1CCCO1)C(=O)c1snc(C(N)=O)c1N (stereo not given)	1%	5%	-0.4%	0%	17	11%	-1%	-12%	11%	3%
COc1ccccc1CNC(=O)CCNC(=O)Cn1ccc2ccccc2c1=O	-6%	0%	-0.1%	-3%	.	8%	-13%	9%	0%	-22%
Cc1c(NC(=O)C(C)OC(=O)CCC2CCCC2)c(=O)n(-c2ccccc2)n1C (stereo not given)	-7%	-3%	0.3%	5%	-5	6%	1%	6%	-1%	-7%
COc1cccc(C(=O)CC(=O)C(=O)Nc2cccc([N+](=O)[O-])c2C)c1	0%	4%	-0.3%	8%	0	-4%	2%	12%	-3%	-27%
CC1CCC(C(C)C)C(OCC(O)CN2CCCC(C)C2)C1 (stereo not given)	1%	0%	0.1%	1%	3	-75%[inhibitor]	0%	?	3%	-25%
CCOC(=O)c1cc(-c2ccccc2)sc1NC(=O)C(C)(C)C	-1%	5%	-0.5%	-1%	5	19%	1%	13%	-21%	-7%
C/C(=N/OC(=O)c1c(-c2ccccc2Cl)noc1C)c1cnccn1	-3%	3%	0.4%	6%	21	-6%	-1%	3%	2%	5%
O=C(Nc1ccc2nccnc2c1)c1cnccn1	1%	0%	-0.2%	-3%	1	-8%	?	?	-1%	11µM*
Cc1nonc1C1CCCN1Cc1nc(-c2ccc(F)cc2F)oc1C (stereo not given)	-4%	-4%	-0.2%	-5%	13	-23%	-1%	2%	21%	-3%
COc1ccc(OCc2cc(/C=N\NC(=O)c3ccccc3)ccc2OC)cc1	1%	4%	-0.1%	-1%	8	-15%	13%	?	?	-30%
CCCCNC(=O)C1Cc2cc(S(=O)(=O)N3CCCCC3)ccc2N1C(C)=O (stereo not given)	-6%	5%	0.5%	-2%	2	-13%	2%	4%	5%	-1%

Source: PubChem BioAssay (National Center for Advancing Translational Sciences (NCATS))
